Screening results deposited in PubChem BioAssay by Fisher Drug Discovery Resource Center.
NPYLR7 ag = activates Aedes aegypti NPYLR7 receptor | HEK293T NPYLR7/Galpha15, GCaMP6s calcium fluorescence | activation, % at 10 µM | 270,000 tested, 0.15% active | AID 1259423; in the data active = activation above about 40%;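 also: 0% = vehicle and 100% = reference agonist at the receptor; some compounds past the cut are filed as inactive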
mcGAS lum = blocks mouse cGAS activity | inhibition, % at 12.5 µM | Q8C6L5 | 160,000 tested, 0.15% active | recombinant cGAS, Kinase-Glo ATP depletion luminescence;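 also: 0% = negative control wells and 100% = reference inhibitor with no enzyme activity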
hcGAS inh = human cGAS inhibition. Q8N884. recombinant h-cGAS, ATP depletion, Kinase-Glo luminescence. inhibition, % at 12.5 µM. 290,000 tested, 0.081% active. AID 1259398;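 also: 0% = vehicle reaction and 100% = reaction without DNA for no activity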
Target sequence (Q8N884 whole entry, looked up): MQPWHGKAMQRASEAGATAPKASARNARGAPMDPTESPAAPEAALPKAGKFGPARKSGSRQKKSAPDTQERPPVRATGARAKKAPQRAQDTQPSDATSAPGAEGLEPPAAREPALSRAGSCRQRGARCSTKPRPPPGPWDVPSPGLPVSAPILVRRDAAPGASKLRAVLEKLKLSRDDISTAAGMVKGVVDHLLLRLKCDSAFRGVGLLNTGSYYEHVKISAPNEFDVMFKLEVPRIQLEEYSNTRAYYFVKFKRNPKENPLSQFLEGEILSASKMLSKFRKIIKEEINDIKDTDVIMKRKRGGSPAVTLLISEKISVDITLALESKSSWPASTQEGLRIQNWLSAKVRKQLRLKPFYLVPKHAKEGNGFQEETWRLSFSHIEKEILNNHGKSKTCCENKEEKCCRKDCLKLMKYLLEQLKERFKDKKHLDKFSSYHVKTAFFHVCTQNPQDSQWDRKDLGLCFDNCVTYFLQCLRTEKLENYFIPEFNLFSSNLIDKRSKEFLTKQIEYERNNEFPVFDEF
Starred values were filed as active, the others as inactive; nt = not tested or not shown; & = joins results of further samples. Rule as the data show it, unless noted: active = inhibition above about 40%; inactive = the rest. Some of the compounds tested, so the mix of outcomes need not match the whole.

SMILES | NPYLR7 ag | mcGAS lum | hcGAS inh
CCCC[n+]1cc(NC(=O)c2ccccc2Br)on1 | -1 | nt | -4
O=c1[nH]ccc2ccc(-c3cccc4c3CCNC4)cc12 | 6 | nt | -4
CN1C[C@H](CNC(=O)OCc2ccccc2)C[C@@H]2c3cccc4c3c(cn4C)C[C@H]21 | -3&-2 | 1 | -7&-1
CCOP(=O)(CN(CC)CC)OCC | -12 | -7 | -6
Cc1nc(CC(=O)N(CCN2CCCC2)Cc2ccccc2)cs1 | 5 | nt | -5
O=C1NC(=O)c2c1c1c3ccccc3n3c1c1c2c2ccccc2n1C1CCC3O1 | 12 | nt | 0
COC(=O)c1ccccc1N=Cc1c(O)[nH]c(=O)[nH]c1=O | 3 | -6 | -6
CCCCOC(=O)C1CN1C(CC)C(=O)OC (stereo not drawn) | -11 | nt | -4
COC(=O)N1CC2CC(C1)c1cccc(=O)n1C2 (stereo not drawn) | 9 | 0 | 4
Fc1ccc(C(O/N=C2\CN3CCC2CC3)c2ccc(F)cc2)cc1 | 7 | nt | -3
COc1ccc(N2CCN3c4ccc([N+](=O)[O-])cc4CC(C(=O)O)C3C2)cc1 (stereo not drawn) | 22 | nt | -7
O=C(c1ccc(Cl)cc1)C1CCCN(C2CCSCC2)C1 (stereo not drawn) | -21 | 3 | 7
Cc1ncc(CO)c(CN2CCC3(CCN(C)CC3)C2)c1O | 2 | nt | -4
COc1cc(C=C2C(=O)NC(=O)NC2=O)ccc1OCc1ccc(C(=O)O)cc1 | -4 | 1 | -4
c1ccc(C2CCNCC2)cc1 | 1 | -5 | -3
CSCC(=O)Nc1ccc2n(c1=O)C[C@H]1C[C@@H]2CN(C(=O)CSCC(=O)O)C1 | -8 | -8 | -3
CC(C)(C)c1cc(C=C2C(=O)NC(=S)NC2=O)cc(C(C)(C)C)c1O | -3 | -2 | -1
O=C(Nc1ccc2n(c1=O)C[C@H]1C[C@@H]2CN(c2ncccn2)C1)c1ccccc1 | -8 | -5 | -4
CCOP1(=S)C(=C2N(C)c3ccccc3C2(C)C)C=NN1c1ccccc1 (stereo not drawn) | 11 | nt | -2
CC1CN=C(Nc2ccc(Cl)cc2)S1 (stereo not drawn) | 5 | -4 | -6
CNC(C)c1nc2cc(Cl)ccc2c(=O)n1-c1ccc(C)cc1 (stereo not drawn) | -13 | nt | -2
CCn1nc(C)c(NC(=O)CNC(C)Cc2cnccn2)c1C (stereo not drawn) | 3 | nt | -7
Cc1cccnc1CC(C)NC1Cc2ccccc2C1 (stereo not drawn) | 19 | nt | -12
c1nc(C2CCCCC2)ncc1CN1CC[C@H]2CC[C@@H](C1)N2 | nt | -4 | -6
NCCc1ccc(C(F)(F)F)cc1 | -3 | nt | -9
CN(C)c1ccc([P+](=O)c2ccc(N(C)C)cc2)cc1 | -11 | nt | -4&-9
CC(=O)c1ccc(OC(C)C)c(Cc2c(O)[nH]c(=S)[nH]c2=O)c1 | -1 | -6 | -2
CCC(C)c1ccc(-n2c(-c3c(C)cccc3C)nc3ccccc3c2=O)cc1 (stereo not drawn) | 4 | -8 | -8
CN1CCNC(=O)C12CCN(C(=O)COc1cccnc1)CC2 | -7 | -1 | 1
CC1CC(=O)CC2CCC3C4CCC(O)C4(C)CCC3C12C (stereo not drawn) | 9 | nt | -5
COc1ccc(CC(=O)N2CCN(Cc3cccc(-c4noc(C5CCCC5)n4)c3)CC2)cn1 | 4 | -6 | -2
CC(=NNP(=S)(c1ccccc1)c1ccccc1)c1cccs1 | 3 | nt | -8
Cc1c2ccncc2c(C)c2c1[nH]c1ccccc12 | -2&16 | 23 | 29&37
CCOc1cncc(/C=C/CCNC)c1 | 8 | nt | -1
OCCO[C@H]1CCOC[C@H]1NC1CCCC1 | nt | 2 | 7
CSc1ccc(C(=O)C2CCCN(Cc3cccc4c3OCO4)C2)cc1 (stereo not drawn) | 3 | nt | -5
COCC1(NC(=O)C(C)N2CCCC2=O)CCCC1 (stereo not drawn) | -2 | -13 | -8
CC(C)[C@@H]1C[C@@H]2C[C@H](N(CCO)C3CCCC3)C[C@@H]2CO1 | 2 | -4 | 4
OC12C3C4CC5C6C4C1C6C(C53)N2CCc1cccc(F)c1 (stereo not drawn) | -10 | nt | -4
CCC(NC)c1nc2ccccc2c(=O)n1-c1cccc(Cl)c1 (stereo not drawn) | 6 | nt | -3
Cc1cc(NC(=O)c2cccn(Cc3c(F)cccc3Cl)c2=O)c2ccccc2n1 | 12 | nt | -13
Cc1ncc2c(n1)C[C@@H]1CC[C@H]2N1C(=O)CC1CCCCC1 | nt | -6 | -12
CC(O)CN1CC=C(c2cnn(-c3ccc(C(C)C)cc3)c2)CC1 (stereo not drawn) | 23 | nt | -4
COc1cccc([C@@]2(O)CCCC[C@@H]2CN(C)C)c1 | 10 | nt | 0
Cc1cc(OC(=O)N2CCCCC2)c(C(C)C)cc1[N+](C)(C)C | -2 | nt | -1
CCCNc1ncc(CN2C[C@@H](c3ccccc3)[C@@H]3[C@H]2C2CCN3CC2)cn1 | 12 | nt | -4
CCOC(=O)[C@H]1CN(C(=O)c2ccc(F)cc2)[C@]2(C)C(=O)N(CC3CC3)c3ccccc3[C@H]12 | -11 | -3 | 7
COc1ccc(-n2c(-c3cccc4ccccc34)nc3ccccc3c2=O)cc1 | 0 | -10 | -5
O=S(=O)(c1cc(F)cc(F)c1)N1CCN(CCOC(c2ccc(F)cc2)c2ccc(F)cc2)CC1 | 4 | -8 | -7
CC(Cc1ccc(Cl)cc1Cl)NC(=O)CCn1ccnn1 (stereo not drawn) | 0 | nt | -15

Next results
SMILES | NPYLR7 ag | mcGAS lum | hcGAS inh
CCOc1ccc(C(C)=O)cc1Cc1c(O)[nH]c(=S)[nH]c1=O | 3 | -4 | -4
c1cc(OC2CCCC2)ccc1NC1CN2CCC1CC2 (stereo not drawn) | 3 | nt | -2
CC(=O)NS(=O)(=O)c1ccc(NC(=O)c2cccn(Cc3cccc(F)c3)c2=O)cc1 | 14 | nt | -8
CNc1ccc(C(=O)CC(O)CCC(C)C2OC(=O)CC(O)CC(=O)CC(O)CC(O)CC(O)CC(O)CC3(O)CC(O)C(C(=O)OC)C(CC(O[C@@H]4O[C@H](C)[C@@H](O)[C@H](N)[C@@H]4O)/C=C/C=C/C=C/C=C/C=C/C=C/C=C/C2C)O3)cc1 (stereo partly drawn) | -14 | nt | 0
O=C(c1ccnc(-n2cnnc2)c1)N1CCCC2(CCNC2)C1 (stereo not drawn) | 22 | -10 | -1
COC(=O)C1C(c2ccccc2)C2(c3ccccc3)C(C)(C)C12C(=O)OC (stereo not drawn) | 10 | nt | -5
Fc1cccnc1CN1C[C@@H]2[C@H](C1)[C@H]1CC[C@@H]2O1 | 7 | nt | -7
Cc1ccc(S(=O)(=O)N[C@@H](CCCCN)C(=O)CCl)cc1 | 2 | -4 | 2
CCC1(C)CC(=O)NC(=O)C1 | 6&-3 | -6 | -8&-6
COP1(=S)C(=C2N(C)c3ccccc3C2(C)C)C=NN1C (stereo not drawn) | 1&6 | nt | -6&-1
CCOP(=O)(OCC)C(CC(=O)OC)C(=O)OC (stereo not drawn) | 0 | -6 | -3
COc1cccc2c1cc([N+](=O)[O-])c1c(C(=O)O)cc3c(c12)OCO3 | -5 | 7 | 3
C#CC(C)(C)NC(=O)c1nn(Cc2ccc(S(C)(=O)=O)cc2)c2ccccc12 | 6 | -4 | -6
CSCC(=O)Nc1ccc2n(c1=O)C[C@H]1C[C@@H]2CN(CCCc2ccccc2)C1 | -15 | 2 | 3
O=S1(=O)CC2(N3CCOCC3)CCCCC21 (stereo not drawn) | -10 | -6 | -2
Cc1ccc(NC(=O)c2cccn(Cc3ccccc3C)c2=O)c(C)c1 | 14 | nt | -10
O=C(NCCCCc1ccccn1)C1CC2(CCNCC2)CN1 (stereo not drawn) | -3 | nt | 4
Cc1cccc2cc(CNC(C)Cc3ccco3)c(Cl)nc12 (stereo not drawn) | 1 | nt | -5
CC(C)n1[nH]c(=O)c2c1NC(=O)CSC2c1ccc(OCc2ccccc2)cc1 (stereo not drawn) | -1 | -6 | -5
O=C1N=c2ccccc2=CC1=Cc1c(O)[nH]c(=S)[nH]c1=O | -6 | nt | 2
NC1=NC(=O)NC(=O)C1Br (stereo not drawn) | -2 | nt | -7
COCc1nc(-c2ccc(CN3CCN(C(=O)Cc4cccc(OC)c4)CC3)cc2)no1 | -3 | -8 | -5
O=C1NC(=S)NC(=O)C1=Cc1ccc(F)cc1 | -17 | 6 | 3
CC(=O)OCC(=O)[C@H]1CC[C@H]2[C@@H]3CC[C@H]4C[C@H](O)CC[C@]4(C)[C@H]3C(=O)C[C@]12C | -1 | nt | -6
NCCc1nc2cc(F)ccc2s1 | -19 | nt | -4
C[C@@H]1O[C@H](C[N+](C)(C)C)C[C@H]1O | 40 | -5 | -5
N#CC1(c2ccccc2)CCN(C(=O)Nc2ccc(Cl)c(C(F)(F)F)c2)CC1 | -3 | nt | -1
CCOP(=O)(Oc1ccccc1)c1c([N+](=O)[O-])cc(C(F)(F)F)cc1[N+](=O)[O-] (stereo not drawn) | -9 | 0 | 1
Oc1cccc2cccnc12 | -10 | nt | -2&4
COCCN(CCOC)P(=S)(C=C(Cl)c1ccccc1)C=C(Cl)c1ccccc1 | 9 | nt | -7
CC(=O)C1=C(O)C(=O)N(C)C12C(=O)Nc1ccccc12 (stereo not drawn) | -3 | nt | -1
CC(C(=O)c1ccccc1)N(C)C (stereo not drawn) | -18 | nt | 1
CCC(Cn1ccnc1)NC(=O)c1cn(C)c2ccccc12 (stereo not drawn) | -1 | nt | 1
Cc1noc(C)c1CNc1ccc(C#N)c(Cl)c1 | -3 | -2 | 2
c1cncc(CNCCc2ccc3c(c2)OCO3)c1 | 4 | -1 | 3
CNC(C)Cc1ccccc1OC (stereo not drawn) | -10 | nt | -4
O=C1C[C@H]2CC[C@@H](CN1)N2C1CCSCC1 | nt | -10 | 1
Cc1ccsc1C(=O)C1CCCN(Cc2nc(-c3cccs3)oc2C)C1 (stereo not drawn) | 22 | -10 | -12
CN1C(=O)C(=Cc2cccn2-c2cccc([N+](=O)[O-])c2)C(=O)N(C)C1=O | 0 | -7 | -3
COc1cc2c(c(OC)c1)C(=O)OC(C)CCCC(=O)CCCCC2 (stereo not drawn) | 1 | nt | -5

Sorted by length of the SMILES (highest first): 19 of the compounds above.
SMILES | NPYLR7 ag | mcGAS lum | hcGAS inh
CSCC(=O)Nc1ccc2n(c1=O)C[C@H]1C[C@@H]2CN(C(=O)CSCC(=O)O)C1 | -8 | -8 | -3
COc1ccc(N2CCN3c4ccc([N+](=O)[O-])cc4CC(C(=O)O)C3C2)cc1 (stereo not drawn) | 22 | nt | -7
COc1cccc2c1cc([N+](=O)[O-])c1c(C(=O)O)cc3c(c12)OCO3 | -5 | 7 | 3
CC(C)n1[nH]c(=O)c2c1NC(=O)CSC2c1ccc(OCc2ccccc2)cc1 (stereo not drawn) | -1 | -6 | -5
Cc1cc(NC(=O)c2cccn(Cc3c(F)cccc3Cl)c2=O)c2ccccc2n1 | 12 | nt | -13
CCOP1(=S)C(=C2N(C)c3ccccc3C2(C)C)C=NN1c1ccccc1 (stereo not drawn) | 11 | nt | -2
c1nc(C2CCCCC2)ncc1CN1CC[C@H]2CC[C@@H](C1)N2 | nt | -4 | -6
Cc1ccc(NC(=O)c2cccn(Cc3ccccc3C)c2=O)c(C)c1 | 14 | nt | -10
COc1cc2c(c(OC)c1)C(=O)OC(C)CCCC(=O)CCCCC2 (stereo not drawn) | 1 | nt | -5
OC12C3C4CC5C6C4C1C6C(C53)N2CCc1cccc(F)c1 (stereo not drawn) | -10 | nt | -4
CN1CCNC(=O)C12CCN(C(=O)COc1cccnc1)CC2 | -7 | -1 | 1
O=C(c1ccc(Cl)cc1)C1CCCN(C2CCSCC2)C1 (stereo not drawn) | -21 | 3 | 7
CCCC[n+]1cc(NC(=O)c2ccccc2Br)on1 | -1 | nt | -4
Cc1noc(C)c1CNc1ccc(C#N)c(Cl)c1 | -3 | -2 | 2
OCCO[C@H]1CCOC[C@H]1NC1CCCC1 | nt | 2 | 7
CC(C(=O)c1ccccc1)N(C)C (stereo not drawn) | -18 | nt | 1
CCOP(=O)(CN(CC)CC)OCC | -12 | -7 | -6
CNC(C)Cc1ccccc1OC (stereo not drawn) | -10 | nt | -4
Oc1cccc2cccnc12 | -10 | nt | -2&4

Following part
SMILES | NPYLR7 ag | mcGAS lum | hcGAS inh
Cc1cccc(-n2nc(-c3ccccc3)c3c2N(CC(=O)NCC2CCCO2)C(=O)CSC3c2cccs2)c1 (stereo not drawn) | 9 | -3 | 0
CN(C)P(=Nc1ccccc1)(NCCN1CC1)N(C)C | 9 | nt | -3
O=C(Nc1ccc2c(c1)OCCO2)OCC(F)(F)F | -4 | nt | 2
N#Cc1ccc(NC(=O)CN2CCN(c3ccc(O)cc3)CC2)cc1Cl | 2 | nt | -1
Fc1cccc([C@@H]2CN(C3CCNCC3)[C@@H]3C4CCN(CC4)[C@@H]32)c1F | nt | -4 | -5
CC(C)CN1CCN(Cc2ccccc2OC(F)F)CC1CCO (stereo not drawn) | 4 | -7 | -1
COc1ccc2c(c[n+](C)c3c4cc5c(cc4ccc23)OCO5)c1OC | 5 | -2 | -3
O=C(Cc1c(F)cccc1F)N1CCN(Cc2cccc(-c3noc(-c4ccco4)n3)c2)CC1 | 17 | -3 | -5
c1csc(CNC2=NCCS2)c1 | -7&-4 | -11 | -3&-2
Clc1ccc2sc(C3CCNCC3)nc2c1 | -2 | nt | 3
COc1c(C)cc(C(=O)C2CCCN(Cc3ccncc3)C2)cc1C (stereo not drawn) | 2 | nt | -2

Some of the entries above in a different format:
Order of values: NPYLR7 ag	mcGAS lum	hcGAS inh
> O=C(Nc1ccc2c(c1)OCCO2)OCC(F)(F)F
 : -4	nt	2
> Clc1ccc2sc(C3CCNCC3)nc2c1
 : -2	nt	3
